GAA glycogen mod: qHTS Assay for Inhibitors and Activators of Human alpha-Glucosidase Cleavage of Glycogen | Lysosomal alpha-glucosidase (Homo sapiens), P10253 | recombinant GAA, glycogen substrate, Amplex Red glucose oxidase fluorescence | Potency, µM (doses to about 76.4 µM), for the others: top-dose activity change, negative = inhibition, hits mostly inhibitors | actives 0.38% (n = 300,000);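 note: 0% = full enzyme reaction and -100% = no-enzyme basal signal; the screen sought inhibitors and activators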
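qHTS, 1536-well; enzyme 4 nM final; cpd up to 77 uM; substrate bovine liver glycogen 30 ug; 50 mM citrate/phosphate pH 5.0, 0.01% Tween-20; 37 C, 40 min; Amplex Red detection 45 min RT; Hill fit → AC50.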
SMN2 splice enh: qHTS Assay for Enhancers of SMN2 Splice Variant Expression; HEK293 SMN2-luciferase splicing reporter, luminescence, 30-36 h; Potency, µM (series often up to 46.1 µM), for the others: top-dose activity change, positive = activation, usual class: activators; actives 2.8% (n = 210,000); AID 1458, 2008; note: % of control where 0% means no effect; nearly all actives have a fitted effect of over 55% in size
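HEK293 cells carry an SMN2 minigene-luciferase reporter in which exon 7 inclusion puts luciferase in frame. Cells were seeded at 2000 cells/well, attached for 10-12 hours, then exposed to compounds for 30-36 hours at 37C before ONE-Glo luminescence.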
Starred values were filed as active, the others as inactive; u = inconclusive; [ ] = another dose, or the depositor's remark. Calls come from the whole dose curve; as a rule, active = well fitted curve in the direction sought with a large enough effect; inconclusive = small, poorly fitted or top-dose-only effect, or another doubt; inactive = no such curve, though single readings can be large; an effect the other way counts as inactive or inconclusive. Potency is the fitted concentration of half-maximal effect. These rows are one share of the data; rates above refer to the full screens.

The line under a structure holds: GAA glycogen mod	SMN2 splice enh
COc1ccc(-c2nc3ccccc3s2)cc1NC(=O)COc1cccc(C)c1
 : 7%[76.3 µM]	2.8µM*
O=c1c2sc3ccccc3c2n(Cc2cccc(C(F)(F)F)c2)c(=O)n1-c1ccccc1
 : -8%[76.3 µM]	-1%
COc1cc2c(cc1NC(=O)C(C)Oc1ccccc1)oc1ccccc12 (configuration not stated)
 : -10%[76.3 µM]	u
Cc1cccc2nc(-c3ccc(N(C)C)cc3)c(Nc3ccc4c(c3)OCO4)n12
 : u	26%
Cc1ccc(S(=O)(=O)c2nc(S(C)(=O)=O)sc2N(C)Cc2ccccc2)cc1
 : -9%[76.3 µM]	-23%
Nc1c(-c2nc(-c3ccc4c(c3)OCO4)cs2)c2ccccn2c1C(=O)c1ccc(Cl)cc1
 : 16%[76.3 µM]	7%
COc1ccc(-c2cc3ncc(C(=O)c4cc([N+](=O)[O-])ccc4O)cn3n2)cc1
 : -7%[76.3 µM]	-11%
COC(=O)c1cc(NC(=O)CCc2c(C)nc3c4c(C)cc(C)nc4nn3c2C)cc(C(=O)OC)c1
 : 0%[76.3 µM]	5%
COc1cc(C(=O)Nc2nonc2-c2ccc(Cl)cc2)cc(OC)c1OC
 : 8%[76.3 µM]	2%
Cc1csc2nc(COc3ccc(NC(=O)COc4ccccc4F)cc3)cc(=O)n12
 : 0%[76.3 µM]	7%
Cc1ccccc1Nc1c(-c2ccc(Br)o2)nc2ccc(Cl)cn12
 : u	5%
O=C(NCc1nc2ccccc2[nH]1)c1c(F)cccc1F
 : 10%[76.3 µM]	-3%
Cc1ccc(OCC(=O)Nc2c(C(=O)c3ccccc3)oc3ccccc23)cc1C
 : -7%[76.3 µM]	7%
CCC(C)[C@H](N)c1nnc(SCc2ccc(Cl)c(Cl)c2)o1 (some centres not stated)
 : 9%[76.3 µM]	-13%
CC(C)Sc1nc2sc3c(c2c(=O)n1Cc1ccccc1)CCCC3
 : 16%[76.3 µM]	1%
CCn1c(=O)c2cc(C(=O)NCCc3cc(OC)ccc3OC)sc2c2ccccc21
 : 12%[76.3 µM]	-1%
O=C(Nc1cc(-c2nc3cc(Cl)ccc3o2)ccc1Cl)c1cccs1
 : 3%[76.3 µM]	21%
Cc1ccc(-n2nc(C)c3c(C(F)(F)F)cc(-c4cccnc4)nc32)cc1Cl
 : u	9%
CCOc1ccc2c(c1)c(=O)c(C(=O)c1ccc(CC)cc1)cn2CC(=O)Nc1cccc(Cl)c1
 : -2%[76.3 µM]	-5%
CCc1cccc(-n2nnc(S(=O)(=O)c3ccc(OC)cc3)c2C)c1
 : 10%[76.3 µM]	-62%[inhibitor]
Cc1ccsc1CCN1C(=O)N(c2ccccc2)C(=O)C1CC(=O)Nc1ccc(Cl)cc1 (configuration not stated)
 : -15%[76.3 µM]	0%
Cn1c(=O)c2c(nc(CN3CCN(c4ccccc4F)CC3)n2Cc2ccc(F)cc2)n(C)c1=O
 : -7%[76.3 µM]	5%
CCN(C(=O)C1CCC(CNS(=O)(=O)c2cccc3nsnc23)CC1)c1ccc(C)c(C)c1 (configuration not stated)
 : -15%[76.3 µM]	-7%
CCC1CCC(C(=O)NC(C(=O)NCCN(CC(C)C)CC(C)C)C(C)C)CC1 (configuration not stated)
 : 16%[76.3 µM]	-1%
COc1ccc(-n2c(SCc3nc(-c4ccc(C)cc4)no3)nnc2-c2ccncc2)cc1
 : -1%[76.3 µM]	8%
COc1cccc(CSc2nc3cc(OC)c(OC)cc3c3nc(CCn4nc(C)cc4C)nn23)c1
 : -14%[76.3 µM]	-4%
O=c1cc(-c2ccccc2)nc2cc(-c3ccc(F)cc3)[nH]n12
 : -7%[76.3 µM]	10%
CCC(C)Sc1oc(-c2ccco2)nc1S(=O)(=O)c1ccc(C)cc1 (configuration not stated)
 : -11%[76.3 µM]	18%
COc1ccccc1CNC(=O)c1ccc2nc(N3CCCCC3)sc2c1
 : -11%[76.3 µM]	-13%
CCOc1ccc(-n2c(=O)c3c(C)c(C)sc3n(CC(=O)N3CCC(C)CC3)c2=O)cc1
 : 10%[76.3 µM]	-9%
COc1ccc(C(=O)c2cn(Cc3ccc(C)cc3)c3cc4c(cc3c2=O)OCO4)cc1
 : -11%[76.3 µM]	-13%
CCOC(=O)c1c(-c2ccccc2)csc1NC(=O)c1cc(-c2ccc(Cl)cc2)on1
 : 2%[76.3 µM]	-4%
Cc1cc2nn(-c3ccccc3)nc2cc1NC(=O)c1cccc2c(Cl)cccc12
 : 7%[76.3 µM]	8%
CCOC(=O)C1(C)C=C(Nc2cccc(C(=O)O)c2)C(=O)N1c1cccc(C(=O)O)c1 (configuration not stated)
 : -3%[76.3 µM]	13%
CCN(c1ccccc1)C(CNS(=O)(=O)c1ccccc1)c1ccccc1 (configuration not stated)
 : -13%[76.3 µM]	-6%
Cc1ccc(-n2c(=O)c3c(cnn3C)n(Cc3ccc(Cl)cc3)c2=O)cc1
 : -3%[76.3 µM]	10%
CCCN1C(=O)c2[nH]nc(-c3ccccc3O)c2C1c1ccc(OCc2ccccc2)c(OCC)c1 (configuration not stated)
 : 8%[76.3 µM]	5%
COc1ccc(Nc2nc(Nc3ccc(OC)cc3OC)nc(N3CCOCC3)n2)c(OC)c1
 : 16%[76.3 µM]	-4%
Cc1ccc(NC(=O)CN2C(=O)CCSc3ccccc32)c(C)c1
 : -17%[76.3 µM]	-8%
CCOC(=O)N1CCc2c(sc3c2c(=O)n(-c2ccc(F)cc2)c(=O)n3CC(=O)c2ccc(Cl)cc2)C1
 : 13%[76.3 µM]	3%
CCCn1c(CCC(=O)Nc2ccc(C)c(Cl)c2)nc2cccnc21
 : -10%[76.3 µM]	-3%
O=c1c(-c2ccc(Cl)cc2)c(C(F)(F)F)oc2c(CN3CCCCC3)c(O)ccc12
 : -3%[76.3 µM]	0%
COc1cccc(CNC(=O)CCNS(=O)(=O)c2ccc3c(c2)oc(=O)n3C)c1
 : -14%[76.3 µM]	-24%
CCCCNc1sc(S(=O)(=O)CCC)nc1S(=O)(=O)c1ccc(C)cc1
 : -10%[76.3 µM]	-7%
COc1cccc(NC2=CC(c3ccc(C(C)C)cc3)N(c3cccc(OC)c3)C2=O)c1 (configuration not stated)
 : -16%[76.3 µM]	u
COc1ccc(-c2cc(C(F)(F)F)nc(SCCC(=O)Nc3ccc(NC(C)=O)cc3)n2)cc1
 : 9%[76.3 µM]	5%
COc1ccc2c(c1)CCc1c(C(=O)Nc3c(C)nn(Cc4c(Cl)cccc4Cl)c3C)noc1-2
 : -4%[76.3 µM]	-1%
N=c1n(CCN2CCCCC2)c2ccccc2n1CC(O)COc1ccc(Cl)cc1Cl (configuration not stated)
 : -1%[76.3 µM]	-64%[inhibitor]
CCCCOc1cccc(C(=O)Nc2cc(NC(=O)c3ccco3)ccc2OC)c1
 : -16%[76.3 µM]	-21%
CCc1nn(CC(=O)N2CCN(c3cccc(C)c3C)CC2)c(=O)c2cc3sccc3n12
 : 11%[76.3 µM]	0%
COc1ccc(CC(C)NS(=O)(=O)c2ccc3c(c2)CCN3S(C)(=O)=O)cc1OC (configuration not stated)
 : -2%[76.3 µM]	-30%
CCOc1ccc(-n2c(-c3ccc(OC)cc3)cc3c2CC(C)(C)CC3=O)cc1
 : 10%[76.3 µM]	-17%
Cc1ccc(CSc2ncc(Cl)c(C(=O)Oc3ccccc3F)n2)cc1
 : -3%[76.3 µM]	-8%
COc1ccc(-c2nnc(SCC(=O)NCCc3ccc(OC)c(OC)c3)nc2-c2ccc(OC)cc2)cc1
 : 14%[76.3 µM]	-11%
O=C(Nc1cccc(-c2nc3ccccc3[nH]2)c1)c1ccccc1F
 : 9%[76.3 µM]	-18%
CCOC(=O)CSc1nc(-c2ccc(OC)cc2)cc(C(F)(F)F)c1C#N
 : -8%[76.3 µM]	3%
COc1ccc(OCc2nc(C#N)c(NCc3ccccc3Cl)o2)cc1
 : -13%[76.3 µM]	19%
O=C(NCCc1ccccc1)c1nn(-c2ccc(F)cc2)nc1CO
 : -2%[76.3 µM]	18%
CCC(=O)N1CCc2cc(S(=O)(=O)NC(Cc3ccccc3)C(=O)Nc3ccc(C)cc3)ccc21 (configuration not stated)
 : -10%[76.3 µM]	-16%
CCc1ccc(-n2nc(CO)c(C(=O)NCCOC)n2)cc1
 : -5%[76.3 µM]	-2%

Full records, quoted from the list:
Results for CCCCNc1sc(S(=O)(=O)CCC)nc1S(=O)(=O)c1ccc(C)cc1 : GAA glycogen mod: -10%[76.3 µM]; SMN2 splice enh: -7%
Results for O=C(Nc1cccc(-c2nc3ccccc3[nH]2)c1)c1ccccc1F : GAA glycogen mod: 9%[76.3 µM]; SMN2 splice enh: -18%
Results for CCOc1ccc(-n2c(-c3ccc(OC)cc3)cc3c2CC(C)(C)CC3=O)cc1 : GAA glycogen mod: 10%[76.3 µM]; SMN2 splice enh: -17%

(next part)
The line under a structure holds: GAA glycogen mod	SMN2 splice enh
Oc1ccc(Cl)cc1C1=Nc2ccccc2N=C(c2ccccc2)C1
 : 0%[76.3 µM]	29%
CCCSc1ncc(Cl)c(C(=O)Nc2sc3c(c2C(=O)NCC)CCCC3)n1
 : 10%[76.3 µM]	1%
CCc1nnc2c3ccccc3nc(Nc3ccc(F)cc3C)n12
 : 15%[76.3 µM]	-3%
COc1cc(OC)c(N(C)C(=O)CSc2c3c(nc4ccc(Cl)cc24)CCCC3)cc1Cl
 : -15%[76.3 µM]	-47%[inhibitor]
CC(=O)Nc1ccc2nc3c(=O)n(C)c(=O)n(C)c3nc2c1C
 : 12%[76.3 µM]	-6%
CCc1ccc2c(c1)c(=O)c(S(=O)(=O)c1ccc(Cl)cc1)cn2CC
 : 4%[76.3 µM]	-8%
Cc1cc(C)c2c(=O)cc(C(=O)Nc3sc4c(c3C(=O)NCc3ccco3)CCCC4)oc2c1
 : -2%[76.3 µM]	1%
Cc1ccc2oc(=O)c3cnn(CC(=O)Nc4cccc(C(F)(F)F)c4)c3c2c1
 : 9%[76.3 µM]	3%
Cc1ccc(CNC(=O)C2CCN(S(=O)(=O)c3ccc4c(c3)oc(=O)n4C)CC2)cc1
 : -5%[76.3 µM]	-3%
Cc1cc(C)n2c(Nc3ccc(C(C)C)cc3)c(-c3ccsc3)nc2n1
 : u	1%
CC1=C(C(=O)Nc2cccc(C)c2C)C2(CCCCC2)OC1=O
 : 12%[76.3 µM]	-7%
Cc1ccc(S(=O)(=O)NCc2nc3nc(C)cc(C)n3n2)cc1
 : -2%[76.3 µM]	5%
COc1ccc(CCNC(=O)CCn2c(=O)c3ccccc3n(Cc3cc(C)ccc3C)c2=O)cc1OC
 : 11%[76.3 µM]	-3%
CCS(=O)(=O)c1nc(S(=O)(=O)c2ccc(Cl)cc2)c(NCc2ccccc2Cl)s1
 : -12%[76.3 µM]	-18%
CCOC(=O)c1cc(NC(=O)c2ccc(F)cc2)c(=O)n2c1oc1ccc(Cl)cc12
 : 0%[76.3 µM]	u
CCc1cc2c(cc3c(=O)n(CC(=O)NC(C)c4ccccc4)ncn32)s1 (configuration not stated)
 : 12%[76.3 µM]	4%
Cc1ccc(-n2c(SCC(=O)Nc3c(C)cccc3C)nc(O)c(C)c2=O)cc1
 : -6%[76.3 µM]	-14%
CC(=O)c1ccc(NC(=O)CC2Oc3ccc(C)cc3NC2=O)cc1 (configuration not stated)
 : 15%[76.3 µM]	-13%
Cc1ccc(Nc2c(-c3ccc(N4CCOCC4)cc3)nc3c(C)cccn23)cc1
 : 16µM*	6%
O=C(CN1C(=O)COc2ccc(S(=O)(=O)N3CCCCCC3)cc21)N1CCN(c2ccccc2)CC1
 : 7%[76.3 µM]	-6%
CCOc1ccc(C(=O)Nc2ccc3oc(-c4cccnc4)nc3c2)cc1
 : -8%[76.3 µM]	-6%
CCOc1ccc(OCC)c(NC(=O)C2CCCN(S(=O)(=O)c3cc(Br)cc4c3N(C(=O)CC)CC4)C2)c1 (configuration not stated)
 : 6%[76.3 µM]	11%
CSc1ccc(CCNC(=O)CCc2c(C)nc3c(-c4ccccc4)c(C)nn3c2C)cc1
 : 15%[76.3 µM]	1%

A second format for part of the listing above.
compound | GAA glycogen mod | SMN2 splice enh
CCS(=O)(=O)c1nc(S(=O)(=O)c2ccc(Cl)cc2)c(NCc2ccccc2Cl)s1 | -12%[76.3 µM] | -18%
CCOc1ccc(C(=O)Nc2ccc3oc(-c4cccnc4)nc3c2)cc1 | -8%[76.3 µM] | -6%
COc1ccc(CCNC(=O)CCn2c(=O)c3ccccc3n(Cc3cc(C)ccc3C)c2=O)cc1OC | 11%[76.3 µM] | -3%
Cc1ccc(CNC(=O)C2CCN(S(=O)(=O)c3ccc4c(c3)oc(=O)n4C)CC2)cc1 | -5%[76.3 µM] | -3%
Cc1cc(C)c2c(=O)cc(C(=O)Nc3sc4c(c3C(=O)NCc3ccco3)CCCC4)oc2c1 | -2%[76.3 µM] | 1%
Oc1ccc(Cl)cc1C1=Nc2ccccc2N=C(c2ccccc2)C1 | 0%[76.3 µM] | 29%
